# Assay outcomes deposited in PubChem by Emory University Molecular Libraries Screening Center.
# EP2 mod: modulates human prostaglandin E2 receptor EP2 signaling; EP2-expressing cells, cAMP HTRF FRET, PGE2 co-stimulation; induction, % at 25 µM; 260,000 tested, 0.83% active; AID 940;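 active = compounds whose cAMP rise, as percent of the full-agonist control response, exceeds 60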;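 also: rat C6 glioma line stably carrying human EP2 under a CMV promoter; the protocol text gives 20 µM as final concentration; 100% = response of wells given 1 µM PGE2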
# Target sequence (P43116 whole entry, looked up): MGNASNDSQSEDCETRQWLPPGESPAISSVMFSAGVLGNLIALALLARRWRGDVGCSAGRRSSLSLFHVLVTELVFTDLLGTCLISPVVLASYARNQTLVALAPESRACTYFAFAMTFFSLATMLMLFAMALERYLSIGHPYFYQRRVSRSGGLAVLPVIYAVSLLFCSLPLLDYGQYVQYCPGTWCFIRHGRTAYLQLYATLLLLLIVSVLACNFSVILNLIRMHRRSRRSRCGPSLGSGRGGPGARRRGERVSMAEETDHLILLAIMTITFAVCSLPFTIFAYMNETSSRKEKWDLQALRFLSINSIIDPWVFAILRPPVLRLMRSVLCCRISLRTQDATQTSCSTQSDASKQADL
# * = called active by the depositor. An excerpt; the hit share may differ from the screen's.
SMILES,EP2 mod
COc1ccc(NC(=O)CSc2nc3cc4c(cc3cc2C#N)OCCO4)cc1,58
C=C(C)Cn1c(NN)nc2c1c(=O)n(C)c(=O)n2C,6
CCc1ccc2[nH]c(=O)c(CN(Cc3cccs3)Cc3nnnn3Cc3ccccc3)cc2c1,15
Cc1ccc(-n2cnnn2)c(Br)c1,-23
COc1ccc(N2CCN(CC(=O)Nc3cc(F)ccc3C)CC2)cc1,-59
COc1cccc(NC2SC(=O)N(c3cccc(C)c3)C2=O)c1 (stereo unspecified),-5
COc1ccc(-c2nc(-c3cc4ccc(C)cc4[nH]c3=O)no2)cc1OC,-19
CC(=O)c1ccc(S(=O)(=O)N(Cc2cc3cc(C)c(C)cc3[nH]c2=O)CC2COCCO2)cc1 (stereo unspecified),-2
CCOC(=O)OC(C)OC(=O)C1N2C(=O)C(NC(=O)[C@H](N)c3ccccc3)C2SC1(C)C (stereo partly specified),-1
CC1CCc2c(sc3ncn4c(SCC(=O)Nc5nc6c(s5)CCCC6)nnc4c23)C1 (stereo unspecified),17
Cc1cccc(C)c1NC(=O)CSc1n[nH]c(-c2ccncc2)n1,7
CCC(C)NC(=O)CSc1nc2c(C)ccc(C)c2cc1C#N (stereo unspecified),-5
CCOc1ccc(NC(=O)CSc2nc3sc(C)c(C)c3c(=O)[nH]2)cc1,-14
CCc1cc2cc3c(cc2nc1SCC(=O)Nc1nc2c(s1)CCCC2)OCO3,77*
O=C(c1ccco1)N1CCC(n2nc(C3CC3)ccc2=O)CC1,15
CCOc1ccc(N2C(=O)N(c3ccccc3)C3CS(=O)(=O)CC32)cc1 (stereo unspecified),-7
C=CCOc1ccc(C2NC(=O)NC(C)=C2C(=O)OC(C)C)cc1OC (stereo unspecified),-28
CCOc1ccc2[nH]c(=O)c(CN(C(=S)NCc3ccccc3)C3CCCCC3)cc2c1,-68
CC1(C)CC(N(Cc2ccccc2F)CC2CCOC2)CC(C)(C)N1 (stereo unspecified),-17
CCOc1cc(-c2nc3cnccn3c2NCc2cccs2)ccc1O,-46
Cc1cccc(NC(=O)C(C)Oc2ccc3c(C)cc(=O)oc3c2)c1C (stereo unspecified),-22
COc1cccc(OC)c1NC(=O)C1CCCN(c2ncccn2)C1 (stereo unspecified),-5
Cn1ccnc1C1(O)CCN(C(=O)c2ccccc2F)CC1,1
O=C(CCCl)N1CCN(c2nc(-c3ccccc3)cs2)CC1,-20
CC(C)(C)NC(=O)C(c1cccs1)N(C(=O)Cn1nnc2ccccc21)c1ccc(F)cc1 (stereo unspecified),0

# Next part:
SMILES,EP2 mod
CCCc1nc(SCC(=O)Nc2nccs2)c2ccccc2n1,27
COc1ccc(C(=O)Nc2cc(-c3nc4ccc(C)cc4o3)ccc2C)cc1OC,6
Fc1ccc(C(c2nnnn2C2CCCC2)N2CCN(c3nc4ccccc4s3)CC2)cc1 (stereo unspecified),-25
Cc1cccc(OCC(=O)Nc2ccc(N3CCN(C(=O)C(C)C)CC3)cc2)c1,-86
C/C(N[O-])=C(\C)[N+]([O-])=[Cu].C/C(N[O-])=C(\C)[N+]([O-])=[Cu].CC(=N\[O-])/C(C)=N/[O-].CC(=N\[O-])/C(C)=N/[O-],-16
COc1ccc(C2(NCc3ccc(OC)c(CN4CCOCC4)c3)CCCC2)cc1,-37
CCn1c(COc2ccccc2C)nnc1SCC(N)=O,-40
CN(C)C(=O)CSc1ccc(-c2ccc(F)cc2)nn1,-13
Cc1c(O)cc(O)c2c(=O)c(-c3ccc(O)cc3)coc12,32
Cc1ccc(NC(=O)CSc2nnc3c(n2)[nH]c2ccc(F)cc23)cc1Cl,-85
CCc1nnc(NC(=O)c2ccc(OC(C)=O)cc2)s1,-13
CCc1cc2cc3c(cc2n2c(=O)n(CC(=O)NC4CC4)nc12)OCO3,32
CC(Cc1ccc2c(c1)OCO2)c1nc2cnccn2c1NCc1cccs1 (stereo unspecified),-43
CC1=C([N+](=O)[O-])C(c2ccc(Cl)cc2)N(C)C(=O)N1C (stereo unspecified),14
COCCn1nnnc1C(c1cc2cc(C)cc(C)c2[nH]c1=O)N1CCc2ccccc2C1 (stereo unspecified),-51
CCOc1ccc2nc(N3CCCC(O)C3)c(C#N)cc2c1 (stereo unspecified),-46
C[C@H]1[C@H](O)[C@@H](C)C=CC=CC=CC=CC=CC=CC=C[C@H](O[C@H]2O[C@@H](C)[C@H](O)[C@@H](N)[C@@H]2O)C[C@@H]2O[C@@](O)(C[C@@H](O)C[C@@H](O)[C@@H](O)CC[C@@H](O)C[C@@H](O)CC(=O)O[C@H]1C)C[C@H](O)[C@H]2C(=O)O,-10
CC1=C(C(=O)O)N2C(=O)[C@@H](NC(=O)[C@H](N)C3=CCC=CC3)C2SC1 (stereo partly specified),14
CC(C)CC(NC(=O)Cc1cccs1)c1nc2cccnc2n1C (stereo unspecified),-10
CN(C)CCn1nc(-c2nccc3ccccc23)oc1=O,-16
CCn1nc(C)c(CCC(=O)N[C@H](C)Cn2nnc3ccccc32)c1C,-16
CCCN(C(=O)c1ccco1)c1nnc(-c2ccc(C(C)(C)C)cc2)s1,-30
Cc1nn(CC(=O)N2CCOCC2)c(=O)c2cc3ccsc3n12,-31
CC(=O)N1CCN(c2nc(C(C)(C)C)nc3c2nnn3Cc2ccccc2)CC1,12
CCCN(CCC)S(=O)(=O)c1c(C)ccc2nsnc12,48

# Additional records follow.
SMILES,EP2 mod
CC1(C)CC(=O)C2=C(C1)Nc1nc(C(F)(F)F)nn1C2c1ccccc1 (stereo unspecified),-6
COc1ccc2c(Cl)c(C(=O)Nc3ccccc3Cl)sc2c1,-11
Cc1nc(C)c(C(=O)NCCN2CCC(O)(c3cccc(F)c3)CC2)o1,13
COCCn1c(SCC(=O)Nc2ccc(C(C)=O)cc2)nc2cccnc21,-7
COc1cccc2c(Nc3ccc(C(C)=O)cc3)cc(C)nc12,-73
Cc1ccc(C(=O)Nc2ccc(N3CCOCC3)cc2)c(Cl)c1,-19
COc1cccc(/C(O)=C2/C(=O)C(=O)N(Cc3ccco3)C2c2ccco2)c1 (stereo unspecified),22
Nc1ccc2nc(-c3cccc(O)c3)[nH]c2c1,-46
Cn1c(SCC(=O)NCc2ccccc2)nnc1-c1ccco1,3
CN(C(=O)Cn1nc(C(F)(F)F)c2c1CCCC2)C1CCCCC1,1
NS(=O)(=O)c1ccc(NC(=O)c2ccc(-c3cc(Cl)ccc3Cl)o2)cc1,-4
CC[C@H](Cn1nc(-c2cccs2)ccc1=O)NC(=O)c1snnc1C,-10
CC(=O)NC1(c2ccc(F)cc2)CCN(Cc2cc(Cl)c3c(c2)OCO3)CC1,-25
COc1cccc(NC2=NCC(=O)N2Cc2ccc(F)cc2)c1,-46
Cc1cccc(C)c1NC(=O)CSc1nc2ccccc2n1CC(=O)N1C(C)CCCC1C (stereo unspecified),42
CC1(CC(=O)NNC(=S)Nc2ccccc2)OCCO1,-23
CCN1CCCC1CN(Cc1cccnc1)Cc1ccnn1C1CCCCO1 (stereo unspecified),-26
Cn1c(=O)c2c(nc(SCC(=O)c3ccccc3)n2C)n(C)c1=O,-8
COCCN1C(=O)C(=O)/C(=C(\O)c2ccc(Cl)cc2)C1c1ccc(O)c(OC)c1 (stereo unspecified),2
Cn1c(SCC(=O)Nc2ccccc2)nnc1-c1cccs1,8
COC(=O)c1ccc(NC(=O)CSc2nnc(C)n2C)cc1,3
CC(C)(C)c1nc2ccccc2c2nnc(SCC(=O)N3CCCCC3)n12,-26
O=C(CSc1nnc2scc(-c3ccc(F)cc3)n12)Nc1nccs1,26
Cc1cc2c(cc1Cl)C(O)CC1(CCN(CC(O)c3ccc(Cl)cc3)CC1)O2 (stereo unspecified),-82
O=C(O)[C@@H]1[C@H]2C[C@@H]3[C@@H](OC(=O)[C@@H]31)[C@H]2Br,26

# Additional records:
SMILES,EP2 mod
O=C(CCn1cnnn1)N1CCC(c2nc3sc4c(c3c(=O)[nH]2)CCCC4)CC1,-35
COc1cc2cc(CN(Cc3ccccc3)C(C)=O)c(=O)[nH]c2cc1OC,-29
CC(=O)c1cccc(NC(=O)c2sc3nc4cc(C)ccc4cc3c2N)c1,-51
CNc1nc(NN)nc(Nc2ccccc2)n1,1
O=C(NC1(c2ccc3c(c2)OCO3)CCCC1)c1ccccn1,-19
CCn1c2ccccc2n2c(=O)n(CC(=O)N3C(C)CCCC3C)nc12 (stereo unspecified),-6
Cn1c(SCC(=O)Nc2cccc(F)c2)nnc1-c1cccs1,-29
COc1ccccc1N(CC(=O)Nc1ccccc1C(=O)N1CCOCC1)S(C)(=O)=O,-5
CCOc1cccc(CN2CCC(C(=O)N3CCCC(C)C3)CC2)c1O (stereo unspecified),-15
CCc1ccc2[nH]c(=O)c(CN(Cc3cccnc3)C(=O)c3cccnc3)cc2c1,-8
O=C(Nc1ccccc1)N(Cc1cccnc1)Cc1cc2cc3c(cc2[nH]c1=O)OCCO3,-9
Cc1nn(CC(=O)NC2CCCC2)c(=O)c2cc3occc3n12,-17
COCCNC(=O)Cn1nc2c(C)cc3cc(C)cc(C)c3n2c1=O,-32
O[C@@H](C1=C/C(=C\c2ccncc2)c2ccccc21)c1ccncc1,-37
CCCC(c1nnnn1Cc1ccco1)N(Cc1ccco1)Cc1cc2ccc(C)c(C)c2[nH]c1=O (stereo unspecified),35
CCC1c2ccsc2CCN1Cc1ccc(OCCOC)cc1 (stereo unspecified),4
CC(=O)c1cn(CC(=O)NC2CCCCCC2)c2ccccc12,-50
O=C(CNC(=O)c1cccs1)OCC(=O)c1ccc2c(c1)CCCC2,44
O=C(O)C[C@H]1OCC=C2C[N+]3([O-])CC[C@@]45c6ccccc6N[C@@H]4[C@@H]1[C@@H]2C[C@H]53 (stereo partly specified),-5
O=C(O)CCC(=O)C(=O)O,23
CC(C(=O)N1CCC(c2ccnc3nc(C(F)(F)F)nn23)CC1)N1CCCC1=O (stereo unspecified),-14
COc1ccc2nc(C)c(C(=O)OCCN(C)C)cc2c1,-8
CC(=O)c1cn(CC(=O)Nc2ccccc2Cl)c2ccccc12,-67
O=S1(=O)CC(O)C(O)C1 (stereo unspecified),-14
O=C(NC1CCN(C(=S)Nc2ccccc2)CC1)C1CCCCC1,-11

# In the list so far, these have a tert-butyl group:
SMILES,EP2 mod
CC(C)(C)NC(=O)C(c1cccs1)N(C(=O)Cn1nnc2ccccc21)c1ccc(F)cc1 (stereo unspecified),0
CCCN(C(=O)c1ccco1)c1nnc(-c2ccc(C(C)(C)C)cc2)s1,-30
CC(=O)N1CCN(c2nc(C(C)(C)C)nc3c2nnn3Cc2ccccc2)CC1,12
CC(C)(C)c1nc2ccccc2c2nnc(SCC(=O)N3CCCCC3)n12,-26

# Arranged by count of non-hydrogen atoms (low to high): part of the list above
SMILES,EP2 mod
O=S1(=O)CC(O)C(O)C1 (stereo unspecified),-14
O=C(O)CCC(=O)C(=O)O,23
CNc1nc(NN)nc(Nc2ccccc2)n1,1
COc1ccc2nc(C)c(C(=O)OCCN(C)C)cc2c1,-8
CCC1c2ccsc2CCN1Cc1ccc(OCCOC)cc1 (stereo unspecified),4
O[C@@H](C1=C/C(=C\c2ccncc2)c2ccccc21)c1ccncc1,-37
O=C(CNC(=O)c1cccs1)OCC(=O)c1ccc2c(c1)CCCC2,44
CCOc1cccc(CN2CCC(C(=O)N3CCCC(C)C3)CC2)c1O (stereo unspecified),-15
CC(=O)c1cccc(NC(=O)c2sc3nc4cc(C)ccc4cc3c2N)c1,-51
O=C(CCn1cnnn1)N1CCC(c2nc3sc4c(c3c(=O)[nH]2)CCCC4)CC1,-35
CCc1ccc2[nH]c(=O)c(CN(Cc3cccnc3)C(=O)c3cccnc3)cc2c1,-8
COc1ccccc1N(CC(=O)Nc1ccccc1C(=O)N1CCOCC1)S(C)(=O)=O,-5
O=C(Nc1ccccc1)N(Cc1cccnc1)Cc1cc2cc3c(cc2[nH]c1=O)OCCO3,-9
CCCC(c1nnnn1Cc1ccco1)N(Cc1ccco1)Cc1cc2ccc(C)c(C)c2[nH]c1=O (stereo unspecified),35

# Going on with the list:
SMILES,EP2 mod
Cc1nn(C)c(C)c1-c1cc(C(=O)NC2(c3cccc(F)c3)CCCC2)[nH]n1,-72
Cc1cccc(-n2c(-c3ccco3)nn(CC(=O)NC3CC3)c2=O)n1,6
CCOC(=O)CSc1nnc2c(C)cc3ccccc3n12,-35
CN(C)CCNS(=O)(=O)c1ccc2[nH]c(=O)[nH]c2c1,-20
CCOc1ccc2[nH]c(=O)c(C(c3nnnn3C3CCCC3)N3CCN(CC)CC3)cc2c1 (stereo unspecified),12
Cc1nnc2c(=O)[nH]c3ccccc3n12,7
C[C@H](C(=O)c1ccncc1)c1ccccn1,11
CC1(C)Cc2nc3sc4c(NCCN5CCOCC5)ncnc4c3cc2CO1,-27
COc1cccc(CN2CCN(C(=O)c3ccc(CN4CCCCC4)o3)[C@@H](C)C2)c1,-21
CCOC(=O)C1CCN(C(c2cc3cc(C)c(C)cc3[nH]c2=O)c2nnnn2C(C)(C)C)CC1 (stereo unspecified),5
O=C(CSc1nc(O)c(C2CCCCC2)c(=O)[nH]1)Nc1ccc(F)cc1,-20
CCc1nnc(NC(=O)CSc2nc3cc(C)cc(C)c3cc2CC)s1,52
CCOc1ccc2[nH]c(=O)c(CN(Cc3ccc4c(c3)OCO4)C(=O)Nc3ccc(C)cc3)cc2c1,-19
OC(CN1CCC2(CC1)CC(O)c1cc(Cl)ccc1O2)c1ccc(Cl)cc1 (stereo unspecified),-67
CCn1c(SCC(=O)Nc2ccc(OC)cc2)nnc1C1CCCCC1,-21
COc1ccc2cc(C)c3nn(CC(=O)N4CCN(C(C)=O)CC4)c(=O)n3c2c1,3
COc1ccc2c(c1)c(C(=O)COC(C)=O)c(C)n2C,-31
CC(C)(C)NC(=O)Cn1c(=S)[nH]c2ccccc21,8
Cc1nc(C)c(C(=O)N[C@@H](Cn2nnc3ccccc32)C(C)C)o1,-28
N#Cc1cn(CC(=O)N2CCCCCC2)c2ccccc12,-18
COc1cccc(C(=O)Nc2ccc(NC(=O)c3cc4ccccc4o3)c(OC)c2)c1,-21
O=C(NCCCO)C1CCN(S(=O)(=O)c2ccc(F)cc2)CC1,-31
COc1ccc(OC)c(-c2[nH]nc3c2C(c2ccc(C(F)(F)F)cc2)C(C#N)=C(N)O3)c1 (stereo unspecified),12
CCN1CCN(C(=O)C(C)Sc2nc(-c3ccccc3)cc(C(F)(F)F)n2)CC1 (stereo unspecified),20
